Assay outcomes deposited in PubChem by several laboratories.
Lipid droplet = modulators of hepatic lipid droplet formation. AML12 mouse hepatocytes, oleate lipid droplets, BODIPY imaging. inhibition, % at 6.5 µM. 240,000 tested, 0.4% active;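 active means lipid droplet intensity inhibited by at least 50%, with more than 500 cells counted; inconclusive means wells with under 300 cells, treated as cytotoxic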
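Material – AML12 mouse liver cells · Also added – oleate loading, 100 µM · Compound dosing – 6.5 µM single-point dosing · Times – overnight treatment with compound plus oleate · Measured by – fluorescence imaging, 20x objective, two fields per well · Read-out – percent inhibition of filter-corrected integrated lipid droplet intensity per well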
P. falciparum M1AAP = P. falciparum M1AAP inhibitors, biochemical, fluorogenic H-Leu-NHMec substrate, 1536-well (AID 1445); recombinant M1AAP, H-Leu-NHMec fluorogenic kinetic assay; higher % means a stronger effect; one-dose inhibition, % at 30 µM; IC50 in µM for titrated hits; 220,000 tested, 0.42% active;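 active means primary inhibition above the hit cutoff, then over 50% inhibition at one or more dose response concentrations, cut at about 23% in these data, passing the limit was not always enough; inconclusive means conflicting primary data, or primary hits not chosen for dose response; inactive means low primary inhibition, or under 50% at every dose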;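 further: plate controls were DMSO full reaction for no effect and no enzyme background for full effect; strong numbers were not always called active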
human PMI inhibition = inhibitors of human PMI, primary screen, biochemical, fluorescence intensity, coupled assay (AID 1209) | purified PMI enzyme, coupled fluorescence intensity; higher % means a stronger effect | one-dose inhibition, % at 20 µM; IC50 in µM for titrated hits | 190,000 tested, 0.42% active;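 further: plate controls were DMSO vehicle for no effect and wells lacking substrate for full effect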
UTI89 phage lysis = protection from phage-mediated lysis, alamar blue read-out – E. coli UTI89, K1F phage, bacterial capsule biogenesis inhibitors (AID 488966); E. coli UTI89 K1F phage lysis, alamar blue, 2 h; higher % means a stronger effect; inhibition, % at 100 µM, or IC50 in µM where a hit was titrated; 340,000 tested, 0.02% active;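 active means phage lysis inhibition, versus mean bacterial control, above a set limit; inconclusive means no clear call, values can overlap the other calls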;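 further: capsule biogenesis inhibitors block K1F phage lysis so surviving cells raise fluorescence; higher fluorescence means more inhibition of phage lysis; actives were called in the ten point dose series up to 300 µM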
WT yeast gro inh = growth inhibition of WT yeast, mitochondrial fusion screen | 190,000 tested, 2.1% active | mitochondrial fusion phenotypic screen, WT strain | inhibition, % at 10 µM; in the data active means inhibition above about 58%; tested in S. cerevisiae
TNAP activators = human TNAP enzyme activators, primary screen, biochemical, luminescent, no phosphate acceptor, uHTS (AID 1001); purified TNAP, luminescent activation assay, no phosphate acceptor; higher activation fold means a stronger effect; activation fold at 20 µM, or EC50 in µM where a hit was titrated; 200,000 tested, 0.03% active; in the data active means activation fold from about 3, or a potency from the dose series; inactive means the rest, 99 in 100 with activation fold below about 1.6; further: many of its hits are not listed in these tables
human PMI inhibitors = MPI inhibition at elevated mannose 6-phosphate – biochemical, fluorescence intensity, high mannose 6-phosphate, primary screen (AID 1220) | recombinant PMI enzyme, coupled fluorescence intensity; higher % means a stronger effect | one-dose inhibition, % at 20 µM; IC50 in µM for titrated hits | 190,000 tested, 0.66% active
Myeloid diff 2 = compounds promoting myeloid differentiation | AID 624256 | calls only at 10 µM | 360,000 tested, 1% active | ER-HoxA9 myeloid progenitors, lysozyme-GFP differentiation, flow cytometry;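 active means normalized GFP-positive differentiation at or above the plate's own cutoff, the solvent-only control mean plus 3 SD; inconclusive means no clear call, values can overlap the other calls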;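 further: cells exposed to compound for four days before flow analysis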
ER stress rescue = protection against thapsigargin-triggered cell killing – 384-well, CSM14.1, ATP luminescence, primary screen (AID 1222). 190,000 tested, under 10 active. CSM14.1 thapsigargin-induced death rescue, ATP luminescence; higher % means a stronger effect. one-dose cellular ATP content (survival), % at 20 µM; EC50 in µM for titrated hits;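 active means EC50 below 50 µM in the dose-response confirmation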;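 further: death triggered by thapsigargin at about 15 µM added after 2 h compound pretreatment; cell ATP read after overnight thapsigargin exposure of roughly 18 to 22 hours; normalized against plate controls of thapsigargin alone and 5% DMSO vehicle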
WT yeast gro inh mutant strain = further read-out of WT yeast gro inh, marked with its call; inhibition, %; mitochondrial fusion phenotypic screen, mutant strain inhibition
Lipid droplet cells 6.5 µM = recorded beside Lipid droplet, whose call it bears; cell count; measured here: cell count, cytotoxicity flag;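 cells counted across two imaged fields per well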
Myeloid diff 2 GFP+ MAC1+ % = also measured in Myeloid diff 2; calls as there; GFP+ MAC1+ double positive, %; measured here: differentiation confirmed by MAC1 staining
An asterisk follows results filed as active; i = inactive; ? = inconclusive; · = not tested or not shown; [ ] = dose if it differs, or a comment. Unless noted, no stated cut-off is given here; in the data, active means inhibition above about 50%; inactive means the rest.

smiles	Lipid droplet	Lipid droplet cells 6.5 µM	P. falciparum M1AAP	human PMI inhibition	UTI89 phage lysis	WT yeast gro inh	WT yeast gro inh mutant strain	TNAP activators	human PMI inhibitors	Myeloid diff 2	Myeloid diff 2 GFP+ MAC1+ %	ER stress rescue
CCCS(=O)(=O)N1CCN(CCCc2ccccc2)CC1	·	·	8%	-2%	-0.1%	8	13	1.1	-11%	i	4.5	-0.5%
CN1CCc2c(OCc3ccc(F)cc3)cccc2C1=O	8	689	3%	-10%	0.4%	2	-13	1.1	-2%	i	0.4	·
CSc1nc2c(c(=O)[nH]1)C(c1cccc(Cl)c1)CC(=O)N2 (stereo unspecified)	14	676	2%	-5%	0.6%	10	19	1	11%	·	·	-0.4%
COc1ccc(Cc2nc(=S)[nH][nH]2)cc1Br	-8	659	-5%	32%	-0.5%	3	1	1.9	-18%	i	0.7	1.4%
CCC(=O)Nc1ccc(S(=O)(=O)Nc2ccccn2)cc1	2	643	5%	9%	-0.2%	7	-10	1	9%	i	0.0	-1.5%
Cc1cc2ncn(C(=O)N3CCCCCC3)c2cc1C	5	765	0%	7%	3.8%	8	-4	1	7%	i	0.2	1.5%
CC(=O)Nc1ccc(NS(=O)(=O)c2cc(Cl)ccc2Cl)cc1	-16	725	-2%	·	0.3%	·	·	·	·	i	0.6	·
Cc1ccc(C)c(N(CC(=O)N/N=C/c2ccc(-c3ccc([N+](=O)[O-])cc3)o2)S(=O)(=O)c2ccccc2)c1	·	·	4%	11%	2.4%	-2	-10	1	3%	i	1.5	-0.4%
O=C1c2ccccc2C(=O)N1CCn1nc(Cl)nc1Cl	13	729	0%	14%	0.6%	-9	-11	1	6%	i	1.3	-1.2%
COc1ccccc1OCC(=O)NNC(=O)C(=O)N1CCCC1	-5	699	3%	9%	1.7%[50 µM]	-2	2	1	11%	i	1.1	1.4%

Continued; it opens with the 3 that closed the last part.
smiles	Lipid droplet	Lipid droplet cells 6.5 µM	P. falciparum M1AAP	human PMI inhibition	UTI89 phage lysis	WT yeast gro inh	WT yeast gro inh mutant strain	TNAP activators	human PMI inhibitors	Myeloid diff 2	Myeloid diff 2 GFP+ MAC1+ %	ER stress rescue
Cc1ccc(C)c(N(CC(=O)N/N=C/c2ccc(-c3ccc([N+](=O)[O-])cc3)o2)S(=O)(=O)c2ccccc2)c1	·	·	4%	11%	2.4%	-2	-10	1	3%	i	1.5	-0.4%
O=C1c2ccccc2C(=O)N1CCn1nc(Cl)nc1Cl	13	729	0%	14%	0.6%	-9	-11	1	6%	i	1.3	-1.2%
COc1ccccc1OCC(=O)NNC(=O)C(=O)N1CCCC1	-5	699	3%	9%	1.7%[50 µM]	-2	2	1	11%	i	1.1	1.4%
O=C(c1ccco1)n1nc(NCc2ccccc2)nc1NCc1ccccc1	-32	736	1%	16%	0.4%	-104	-32	1.1	13%	i	1.7	-2.2%
CCC(NS(=O)(=O)c1ccc(C)cc1)C(=O)N1CCC2(O)CCCCC2C1 (stereo unspecified)	-25	713	-2%	8%	0.1%	-54	-39	1.1	6%	i	0.4	-2.1%
CC(C)CCNC(=O)/C=C/c1ccc(Br)cc1	-4	702	0%	6%	4.8%	9	11	1.1	7%	i	0.3	-0.4%
COc1cccc(-n2c(SCC(=O)Nc3cc(C)on3)nc3c([nH]c4ccccc43)c2=O)c1	-4	739	11%	18%	-0.1%	-8	-6	1.1	18%	i	3.6	·
O=C(Nc1ccccc1OC(F)F)c1oc2ccccc2c1COc1ccccc1	6	611	1%	0%	0.5%	4	-26	1	-7%	i	1.3	5.6%
Cc1sc2cc3c(c(C(=O)c4ccccc4)[n+]2c1C)-c1cccc2cccc-3c12	-47	619	10%	2%	·	70*	66*	0.9	-2%	·	·	-1.9%
Cc1ccc(C(=O)N/N=C\c2sccc2C)cn1	22	723	4%	2%	0.3%	13	10	1.1	6%	i	0.2	-1.5%
O=C(O)CCCn1nc(-c2ccccc2)c2ccccc21	-1	523	-1%	4%	5.9%	-4	-6	1.1	4%	i	3.1	·
N=c1n(Cc2ccc(Cl)cc2)c2ccccc2n1CC(O)COc1ccccc1 (stereo unspecified)	-14	643	2%	2%	-3.3%	55	20	1.4	7%	?	·	-1.5%
Cc1nc(CS(=O)(=O)c2ccc(Cl)cc2)cc(Sc2ccc(Cl)cc2)n1	1	609	2%	5%	-0.1%	32	34	1.1	8%	i	0.8	-1.6%
N#CC1=C(N)Oc2cc(O)ccc2C1c1cccnc1 (stereo unspecified)	11	704	8%	-3%	0.8%	-10	-2	1.1	-1%	i	0.4	2.6%
CCc1ccccc1NC(=O)c1cc(C2CC2)on1	·	·	3%	-5%	5.5%	13	-2	0.9	10%	i	1.7	-0.5%
C#CCOCCOCCOCCNc1nc(N2CCN(C(=O)[C@H](CCC(=O)O)n3cc(C(N)CO)nn3)CC2)nc(N2CCN(C(=O)[C@H](Cc3ccc(O)cc3)n3cc(C(N)[C@H](C)CC)nn3)CC2)n1 (stereo partly specified)	0	677	1%	-15%	·	-1	0	1.1	-9%	·	·	-0.1%
O=C(N/N=C/c1ccc([N+](=O)[O-])o1)c1ccccc1NS(=O)(=O)c1cccs1	-4	672	20%	·	-0.1%	·	·	·	·	i	0.8	·
Cc1ccc(/C=C2/SC(=S)N(CCC(=O)N3CCN(C)CC3)C2=O)cc1	-7	702	2%	4%	0.2%	0	18	1	-7%	i	0.4	-3.0%
COc1ccc(CCNC(=O)Cc2cccs2)cc1	2	716	7%	5%	2.6%	-12	-25	1	11%	i	0.6	0.9%
COc1ccc(CC(=O)N(Cc2cc3cc(OC)ccc3[nH]c2=O)C(C)C)cc1	19	780	4%	15%	9.4%	7	11	1.1	4%	i	1.1	3.6%
Cn1c2ccccc2c2cnn(CC(=O)O)c(=O)c21	·	·	2%	2%	0.0%	-4	3	1.1	2%	i	0.8	-0.1%
O=C(Nc1ccccc1)c1cnc[nH]1	·	·	-3%	0%	0.2%	-8	1	1.3	-4%	i	2.5	-0.9%
Cc1cc([N+](=O)[O-])nn1CC(=O)NCCCn1ccnc1	8	711	1%	9%	0.3%	12	3	1	4%	i	0.7	-0.6%
CCN(CC)c1ccc(/C=N/NC(=O)Cc2cccs2)c(O)c1	6	690	-3%	8%	-1.9%	-24	-10	1.1	24%	?	·	-5.4%
CCCCNC(=O)Nc1c(C(=O)OCC)[nH]c2ccccc12	·	·	0%	-12%	0.7%	1	-14	1	-18%	i	0.9	-0.2%
CCOc1cc(/C=C/c2cc(C(=O)O)c3ccccc3n2)ccc1O	-17	306	9%	-18%	4.9%	10	-6	1	-3%	i	0.2	2.0%
Cc1ccc(SCn2nnc3ccccc3c2=O)c(C)c1	-16	651	0%	11%	0.1%	18	12	1.1	15%	i	0.6	1.7%
CCc1cc2c(=O)c(-c3nc4ccccc4n3C)c(C)oc2c(CN2CCOCC2)c1O	50*	724*	15%	14%	-0.1%	14	4	1	13%	i	0.4	-3.1%
c1cncc(CNc2ncnc3sccc23)c1	3	678	0%	-7%	0.1%	4	0	2.7	-5%	i	0.2	0.7%
COc1cc2c(cc1OC)C(C1C(=O)CC(C)(C)CC1=O)N(C(=O)CCl)CC2 (stereo unspecified)	1	632	2%	-17%	0.3%	-15	-4	1.1	-15%	i	0.4	-1.6%
Cc1cc(C)c(NC(=O)COC(=O)c2ccc([N+](=O)[O-])s2)c(C)c1	-22	618	-5%	0%	-0.1%	9	13	1	2%	i	0.4	-7.4%
Cc1ccccc1N1CCN(CCCOc2ccc3c(C)cc(=O)oc3c2)CC1	-22	710	5%	13%	0.2%	26	8	1	5%	i	2.4	-0.7%
O=C(Cc1ccc(F)cc1)NC1CCCC1	7	759	4%	0%	0.3%	-3	-12	0.9	-5%	i	0.8	-1.2%

Laid out differently: entries from further up.
> Cc1ccc(SCn2nnc3ccccc3c2=O)c(C)c1
  Lipid droplet = -16	Lipid droplet cells 6.5 µM = 651	P. falciparum M1AAP = 0%	human PMI inhibition = 11%	UTI89 phage lysis = 0.1%	WT yeast gro inh = 18	WT yeast gro inh mutant strain = 12	TNAP activators = 1.1	human PMI inhibitors = 15%	Myeloid diff 2 = i	Myeloid diff 2 GFP+ MAC1+ % = 0.6	ER stress rescue = 1.7%

> CCc1cc2c(=O)c(-c3nc4ccccc4n3C)c(C)oc2c(CN2CCOCC2)c1O
  Lipid droplet = 50*	Lipid droplet cells 6.5 µM = 724*	P. falciparum M1AAP = 15%	human PMI inhibition = 14%	UTI89 phage lysis = -0.1%	WT yeast gro inh = 14	WT yeast gro inh mutant strain = 4	TNAP activators = 1	human PMI inhibitors = 13%	Myeloid diff 2 = i	Myeloid diff 2 GFP+ MAC1+ % = 0.4	ER stress rescue = -3.1%

Remaining list, next part
smiles	Lipid droplet	Lipid droplet cells 6.5 µM	P. falciparum M1AAP	human PMI inhibition	UTI89 phage lysis	WT yeast gro inh	WT yeast gro inh mutant strain	TNAP activators	human PMI inhibitors	Myeloid diff 2	Myeloid diff 2 GFP+ MAC1+ %	ER stress rescue
COc1ccc(OC)c(Nc2cc(C)nc3nc(C)nn23)c1	8	621	1%	12%	7.8%	6	-1	1.1	13%	i	1.7	·
NC(=O)c1cc(-c2ccccc2)sc1NC(=O)CN1CCCCC1	-1	638	0%	23%	0.0%	28	19	1.1	26%	i	0.4	-1.7%
CC(C)(C)NC(=O)NC(=O)COc1ccc(Br)cc1Br	-4	665	-1%	18%	1.5%	-13	12	1	3%	i	0.5	-2.1%
COc1cccc(-c2nnn(CC(=O)NC3CCCC3)n2)c1OC	·	·	1%	1%	0.4%	-8	-1	1	2%	i	0.5	-1.7%
O=C(N/C(=C\c1cccs1)C(=O)N1CCCCCC1)c1ccccc1	·	·	5%	5%	-0.1%	-23	-10	1.1	3%	i	0.5	-0.3%
CN(C)C(CNC(C(=O)Nc1ccc([N+](=O)[O-])cc1Br)c1ccccc1)c1ccccc1 (stereo unspecified)	1	686	3%	-8%	0.3%	12	28	1.3	-8%	i	0.3	-2.3%
O=C(Cc1cn2ccsc2n1)Nc1nc2c(s1)CN(Cc1ccccc1)CC2	·	·	10%	0%	0.6%	-11	-49	1.1	26%	i	0.9	-1.3%
CCCCCCNC(=O)CC(NS(=O)(=O)c1ccc(OC)cc1)C(C)C (stereo unspecified)	16	691	5%	-2%	1.7%	7	-22	1.1	-9%	i	0.3	-2.6%
O=S(=O)(NC1CC1)c1ccc(S(=O)(=O)N(Cc2ccccn2)C2CCCC2)cc1	-24	754	4%	6%	-0.3%	·	·	1	-1%	i	1.2	-1.0%
